Tat transport: blocks Tat-dependent protein export in E. coli | E. coli MC4100 TorA-mCherry Tat export, fluorescence | inhibition, % at 10 µM | 340,000 tested, 0.036% active | AID 488895;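 active = mean replicate inhibition at least 50% and at least half of replicates individually reaching 50%; inconclusive = only one of the two criteria met; inactive = neither criterion met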;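 note: exported cargo escapes ClpAP degradation while cytoplasmic cargo is degraded and loses fluorescence; 0% = median of neutral control wells and 100% = median of NaSCN control wells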
CAL PDZ FP-1: blocks peptide binding to the human CAL PDZ domain. AID 602252. 300,000 tested, 0.92% active. purified CAL PDZ, TMR-peptide fluorescence polarization, 1 h. inhibition, % at 24.9 µM. Q9HD26;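 active = mean inhibition of at least 30% with at least half of replicates also reaching 30%; inconclusive = no clear call, values can overlap the other calls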;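 note: 0% = DMSO neutral control and 100% = excess unlabeled competitor peptide PRC23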
SR-BI uptake up: SR-BI HDL lipid transfer activation; CHO ldlA[mSR-BI] cells, DiI-HDL uptake fluorescence, 3 h; 100 = double the neutral-control signal; activation, % at 12.5 µM; 320,000 tested, 0.096% active; AID 504775;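 active = mean replicate activation of at least 60% and every replicate at or above 60%; inconclusive = mean or all-replicate condition met, but not both; inactive = mean below 60% and not all replicates reaching 60%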;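 note: 0% = median plate neutral-control signal and 100% = twice that signal; values of inactives mirror those of a sister screen read the other way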
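Assay system: CHO ldlA[mSR-BI] cells, LDL receptor-null, SR-BI overexpressing; medium: Ham's F12 with 0.5% BSA, HEPES 25 mM, pH 7.4; also added: DiI-HDL 10 µg/mL; timing: 3 h uptake period with compound, 37 °C; signal: DiI fluorescence, bottom read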
SR-BI DiI inh: blocks mouse SR-BI lipid uptake from DiI-HDL | Q61009 | ldlA[mSR-BI] CHO cells, DiI-HDL uptake fluorescence, 3 h | inhibition, % at 12.5 µM | 320,000 tested, 0.96% active | AID 488896;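 active = mean replicate inhibition of at least 70% and a set share of replicates each scoring 70 or more; inconclusive = meets just one of the two criteria; inactive = fails both criteria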;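 note: 0% = median of neutral control wells and 100% = median of positive control wells; values of inactives mirror those of a sister screen read the other way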
Target sequence (Q61009 whole entry, looked up): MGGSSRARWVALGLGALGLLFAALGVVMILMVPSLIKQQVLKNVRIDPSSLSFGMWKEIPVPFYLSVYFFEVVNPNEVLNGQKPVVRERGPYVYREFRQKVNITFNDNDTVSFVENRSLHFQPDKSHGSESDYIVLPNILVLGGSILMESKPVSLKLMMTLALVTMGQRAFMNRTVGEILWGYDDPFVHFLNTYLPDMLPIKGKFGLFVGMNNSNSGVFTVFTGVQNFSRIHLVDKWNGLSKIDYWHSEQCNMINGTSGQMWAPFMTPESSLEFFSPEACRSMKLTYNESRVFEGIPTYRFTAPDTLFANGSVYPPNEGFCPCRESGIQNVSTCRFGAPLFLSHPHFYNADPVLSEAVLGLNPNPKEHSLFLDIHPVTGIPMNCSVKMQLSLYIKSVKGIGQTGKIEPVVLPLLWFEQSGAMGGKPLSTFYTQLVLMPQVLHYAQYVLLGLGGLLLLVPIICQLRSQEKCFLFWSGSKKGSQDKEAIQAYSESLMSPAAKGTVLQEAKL
AddAB inh: less growth of phage-infected E. coli with AddAB | AID 435030 | 330,000 tested, 0.29% active | E. coli expressing H. pylori AddAB, absorbance growth | inhibition, % at 11.9 µM; in the data active = inhibition above about 12%;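 note: 0% = vehicle wells of infected cells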
CAL PDZ FP-2: blocks peptide binding to human CAL PDZ domain. inhibition, % at 20 µM. Q9HD26. 330,000 tested, 0.02% active. AID 504414. purified CAL PDZ, TMR-peptide fluorescence polarization, 1 h;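 active = highest replicate inhibition of at least 40%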;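 note: plate controls were DMSO neutral control wells for no effect and unlabeled competitor peptide control wells for full effect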
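System: purified tagged CAL PDZ domain construct (CerCALP). Schedule: 1 h incubation at room temperature before polarization reading. Medium: 25 mM sodium phosphate pH 7.4, 150 mM NaCl, TCEP, IgG, Thesit. Read-out: percent inhibition from loss of millipolarization. Measured by: FP readout, S and P plane fluorescence. Probe or stimulus: fluorescent TMR peptide probe.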
MITF TRPM1 HTS: increases MITF-driven TRPM1 promoter luciferase signal; SK-MEL-5 TRPM1-promoter luciferase, 24 h; % of positive control, neutral wells = 0; activation, % at 12.5 µM; 300,000 tested, 0.75% active; AID 588334;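 active = mean activation of at least 80% with every replicate also reaching 80%; inconclusive = mean reaches 80% but some replicate falls short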;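 note: 0% = neutral control wells and 100% = parthenolide positive control wells; values of inactives mirror those of a sister screen read the other way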
Ecoli viability: bacterial growth inhibition, counter-screen for AddAB inhibitors | E. coli V3065 growth, OD600 absorbance, 18 h | 330,000 tested, 0.27% active | inhibition, % at 11.9 µM | AID 449728;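 active = inhibition above the campaign's mean inhibition across all tested compounds plus 3 SD, cut at about 9.9% in these data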;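 note: uninfected addAB+ strain grown without phage in ampicillin broth; 0% = DMSO wells and 100% = ciprofloxacin 0.95 µg/ml wells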
Wnt act: activates Wnt/beta-catenin signaling in a reporter cell assay; activator, plate reader; activation, % at 9.35 µM; 300,000 tested, 1.2% active; AID 743398; in the data active = activation above about 30%, passing the limit was not always enough; inconclusive = no clear call, values can overlap the other calls;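 note: 0% = neutral control wells and 100% = positive control wells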
phage Ecoli inh: E. coli growth loss with phage present | inhibition, % at 11.9 µM | 360,000 tested, 0.26% active | AID 651602 | growth absorbance; in the data active = inhibition above about 11%
Starred values were filed as active, the others as inactive; ? = inconclusive; / = not tested or not shown. No enrichment for hits (roughly 3.6% active in at least one column).

smiles,MITF TRPM1 HTS,Wnt act,phage Ecoli inh,SR-BI uptake up,CAL PDZ FP-2,Tat transport,Ecoli viability,SR-BI DiI inh,AddAB inh,CAL PDZ FP-1
COc1ccc(NC(=O)NCCCCc2ccccc2)c(OC)c1,1,10,-0.4,-12,-3.2,-1,1.4,12,0.9,-3
CCOC(=O)N1CCN(C(=O)c2ccc(S(=O)(=O)c3ccc(C)cc3)c(NC(C)=O)c2)CC1,-12,/,2.9,-24,-0.4,3,0.9,24,1.6,-2
Cc1nn(-c2ccccc2)c(C)c1/C=N/NC(=O)CSc1nnc(SCc2ccccc2Cl)s1,48,/,3.9,-23,-2.6,-5,-3.3,23,1.9,-1
COc1ccccc1NC(=S)NC(=O)C1CC1,11,-3,0.9,0,-2.2,7,0.0,0,1.2,-3
CCOC(=O)N1CCN(c2c(N3CCc4ccccc4C3)c(=O)c2=O)CC1,-10,-5,1.3,-15,0.1,-1,-1.2,15,-2.3,/
O=C(Cn1c(NCCCCl)nc2ccccc21)c1ccccc1,2,-1,-0.6,6,1.8,7,0.4,-6,3.2,1
O=C(c1c(F)cccc1F)N(Cc1cccs1)C1CCCC1,15,0,3.3,1,-0.3,0,1.6,-1,0.7,/
COc1ccc(CN2CCN(Cc3ccccc3F)CC2)c(OC)c1,0,-3,-2.1,3,/,-3,1.0,-3,0.5,-3
O=C(CCC(=O)Nc1ccc(Br)cc1)N/N=C/c1ccc(F)cc1,/,?,1.9,33,-0.3,-7,-1.7,-33,-1.3,1
CCOc1ccc(C(=O)COC(=O)CN2C(=O)NC3(CCCCC3C)C2=O)cc1 (centres undefined),11,2,1.9,2,-0.8,4,0.3,-2,3.7,-7
Cc1ccc(OC(=O)c2ccccc2P(=O)(O)O)cc1,-9,1,3.4,21,-2.0,-7,0.4,-21,0.6,-1
Cc1c(C(=O)NC2CCCCC2C)oc2ccccc12 (centres undefined),5,4,1.5,-39,-0.9,-2,1.4,39,2.0,1
O=C(O)c1ccc(/C=N/NC(=S)NC2CCCCC2)cc1,11,0,-0.2,22,-0.6,-7,-1.6,-22,5.1,3
O=c1ccc(-c2ccccc2)nn1Cc1ccc(F)cc1Cl,3,1,0.1,15,-1.2,26,-2.8,-15,0.8,-3
O=C1CC(c2ccccc2)Cc2nc3nc(C(F)(F)F)nn3cc21 (centres undefined),-13,2,4.5,8,-1.6,-1,-3.7,-8,2.1,-5
COc1ccc(Cl)cc1NC(=O)CSc1nc2ccsc2c(=O)n1CC1CCC(C(=O)O)CC1 (centres undefined),-10,1,-0.3,9,-3.4,1,-1.3,-9,-2.1,-1
Cn1c(=O)n(C)c2cc(NC(=O)CCc3ccccc3)c(Br)cc21,/,-1,-2.1,-20,-1.6,0,-0.6,20,-0.5,2
O=C1OCc2cc(NC(=O)C34CC5CC(CC(C5)C3)C4)ccc21,/,-2,-0.8,-28,-3.5,-1,1.6,28,1.9,-4
CC(C)(C)c1cc(OS(C)(=O)=O)ccc1O,3,-2,3.3,13,-1.6,-5,-0.2,-13,3.9,0
O=C(COC(=O)c1cccnc1Cl)Nc1ccc2c(c1)OCCO2,11,20,1.7,/,-0.4,8,0.9,/,0.3,3
CCOC(=O)C1(C)C=C(Nc2cccc(OC)c2)C(=O)N1c1ccccc1 (centres undefined),/,43*,2.4,-11,0.4,-4,1.7,11,-0.3,-2
Cc1cc(Cl)ccc1OCC(=O)OCC(=O)N1CCC(C(N)=O)CC1,-3,0,1.9,9,-0.9,5,-0.9,-9,-1.2,/
O=C(CC(C(=O)O)C1CCCO1)NCc1ccccc1 (centres undefined),6,/,1.2,25,1.9,4,-0.4,-25,-0.1,1
Cc1cc(-c2nnc3n2N=C(c2ccc(F)cc2)CS3)n[nH]1,10,2,1.9,-8,-1.8,8,2.8,8,4.8,-2

4 entries drawn at random from the list so far, as already listed:
smiles,MITF TRPM1 HTS,Wnt act,phage Ecoli inh,SR-BI uptake up,CAL PDZ FP-2,Tat transport,Ecoli viability,SR-BI DiI inh,AddAB inh,CAL PDZ FP-1
O=C1CC(c2ccccc2)Cc2nc3nc(C(F)(F)F)nn3cc21 (centres undefined),-13,2,4.5,8,-1.6,-1,-3.7,-8,2.1,-5
O=C(CC(C(=O)O)C1CCCO1)NCc1ccccc1 (centres undefined),6,/,1.2,25,1.9,4,-0.4,-25,-0.1,1
CC(C)(C)c1cc(OS(C)(=O)=O)ccc1O,3,-2,3.3,13,-1.6,-5,-0.2,-13,3.9,0
Cc1cc(-c2nnc3n2N=C(c2ccc(F)cc2)CS3)n[nH]1,10,2,1.9,-8,-1.8,8,2.8,8,4.8,-2

The listing continues.
smiles,MITF TRPM1 HTS,Wnt act,phage Ecoli inh,SR-BI uptake up,CAL PDZ FP-2,Tat transport,Ecoli viability,SR-BI DiI inh,AddAB inh,CAL PDZ FP-1
O=C(NCc1ccccc1C(F)(F)F)C1CCC(=O)N(C2CC2)C1 (centres undefined),-3,-3,1.6,39,-1.4,2,-1.5,-39,5.4,0
COc1ccccc1NC(=O)N1CCN(c2ccc3nncn3n2)CC1,/,0,-0.4,21,-0.2,8,1.1,-18,2.1,/
Cc1ccc(NC(=O)CNc2cccc(Br)c2)cc1S(=O)(=O)N1CCOCC1,-15,2,-0.3,-16,-0.4,2,-1.9,16,0.3,-3
Cc1ccc(C(=O)C2CCN(CC(=O)N3CCN(c4ccc(F)cc4)CC3)CC2)cc1,-1,-4,3.3,12,-0.1,0,0.2,-12,1.5,/
CC(C)(C)NC(=O)CCN(/N=C/c1ccccc1F)C1=NS(=O)(=O)c2ccccc21,-4,-2,3.0,3,-2.1,-7,-0.1,-3,0.7,3
COc1ccccc1N1CCN(Cc2cc(=O)c(OCC(=O)Nc3ccccc3)co2)CC1,2,3,1.2,8,-3.1,-3,2.5,-8,-1.8,-3
Cc1ccc(-c2[nH]c3ccccc3c2SCCNC(=O)c2cc3ccccc3oc2=O)cc1,/,3,2.7,-22,0.5,8,-0.1,22,0.5,/
Cc1c(OC(C)C(=O)NCCCn2ccnc2)ccc2c3c(c(=O)oc12)CCC3 (centres undefined),8,-1,0.5,-6,0.8,-1,-0.6,6,1.5,4
CN(C)CC(C)(C)CN=Cc1c(O)[nH]c2ccccc12,-4,-6,1.4,/,0.0,0,-1.7,/,0.6,3
COc1ccc(NC(C)=O)cc1S(=O)(=O)N1CC=C(c2ccccc2)CC1,7,2,-0.3,6,0.1,-3,1.5,-6,3.5,-2
O=C(c1cc(-c2ccncc2)nc2ccc(Cl)cc12)N1CCN(C(=O)C2CCCO2)CC1 (centres undefined),-11,-1,4.6,8,-0.2,-2,0.4,-8,1.9,-3
O=[N+]([O-])c1ccc(S(=O)(=O)Nc2ccccn2)cc1,-10,1,2.0,8,0.4,2,-0.1,-8,1.1,/
COc1ccc(CC(=O)Nc2ccccc2NC(=O)Cc2ccc(OC)cc2)cc1,8,1,2.4,11,0.0,-8,-2.0,-11,-0.7,-2
O=C(CN1CCOCC1)NC1C2CC3CC(C2)CC1C3 (centres undefined),/,-5,4.0,2,-0.5,-10,2.3,-2,0.3,/
NC(=O)C1CCN(C(=O)CCNS(=O)(=O)c2ccccc2F)CC1,-5,0,2.1,39,-1.3,-2,-1.8,-39,-1.6,-4
Cn1c(=O)[nH]c2nnc(-c3ccc(Cl)c(Cl)c3)nc2c1=O,-10,14,-1.9,14,3.5,-6,-1.1,2,-2.7,-5
CCS(=O)(=O)Nc1ccc2[nH]c(=O)[nH]c2c1,1,0,-0.5,8,0.1,-1,-3.0,-8,1.6,5
Cn1ccc2c([N+](=O)[O-])cccc2c1=O,-3,3,4.9,28,-0.7,-1,2.3,-28,1.9,3
COC(=O)[C@@H]1CCCN1Cc1nc(Cc2ccc(OC)c(OC)c2)no1,-6,-1,-0.3,24,-1.4,6,0.6,-24,0.7,-2
CN(C(=O)COC(=O)c1cccc(NS(=O)(=O)c2ccc(F)c(F)c2)c1)C1CCS(=O)(=O)C1 (centres undefined),-5,-1,3.7,4,-2.4,0,0.7,-4,1.3,-5
COc1ccc2cc(/C=N/NC(=O)CN(c3ccccc3C)S(=O)(=O)c3ccccc3)c(Cl)nc2c1,-8,-3,2.3,1,-0.1,-2,0.7,-1,0.7,-2
O=[N+]([O-])c1ccc(O)c(NC(=S)Nc2ccccc2)c1,28,22,4.2,-19,-0.3,-1,0.3,19,4.0,-3
CCOC(=O)c1c(-c2ccccc2)csc1NC(=O)c1ccc(S(=O)(=O)N2CC(C)OC(C)C2)cc1 (centres undefined),1,-2,1.2,-32,-0.3,6,-1.0,32,0.9,-2
COc1ccc(N2CCN(c3ccc4nnc(CCC(=O)Nc5ccc(C)cc5)n4n3)CC2)cc1,-5,5,3.4,-24,0.0,1,-0.9,24,-1.0,/
Cc1ccc(S(=O)(=O)N2CCOCC2)s1,-8,-2,1.6,18,0.9,-3,0.8,-18,0.8,-1
CN1C(=O)/C(=C/c2cccc(Cl)c2)Sc2ccc(C(=O)N3CCOCC3)cc21,13,-2,2.1,-2,-4.2,11,-3.4,2,4.0,-5
CN(C)CCOc1cc(Cl)cc(Cl)c1,-6,-2,2.8,39,-1.1,-5,-0.4,-39,0.7,5
CCN(CC)c1ccc(NC(=O)OC)cc1,-13,/,1.1,-13,-1.8,-1,0.3,13,2.4,0
O=C(NCc1ccco1)c1ccc2c(c1)N(Cc1ccccc1)C(=O)CS2=O (centres undefined),6,-2,3.2,-1,-1.0,-7,-1.6,1,4.3,/
O=C(CCl)N1N=C(c2cccs2)CC1c1ccco1 (centres undefined),-35,1,1.7,11,-1.3,-3,-0.4,-11,-1.2,6
O=C(Nc1ccc2[nH]c(=O)[nH]c2c1)c1cc(F)c(F)cc1Cl,5,-2,1.4,-11,0.1,2,0.0,11,1.0,55*
O=C(COc1ccccc1)NCC(=O)Nc1ccc(S(=O)(=O)NCc2ccco2)cc1,0,/,0.9,-24,-0.5,1,4.3,24,3.9,-2
O=C(CCSCCc1ccccn1)Nc1ccc(Cc2ccncc2)cc1,9,-1,1.8,5,-2.9,-4,-0.2,-5,1.7,0
O=C(COc1ccc(F)cc1)c1c(O)cc(O)cc1O,27,19,2.1,/,-0.2,-6,2.2,/,2.3,8

Assay outcomes: PubChem, several laboratories
